p53null 32C kill = kills p53 null cells at the permissive temperature | H1299-neo p53 null cells, ATP luminescence, 24 h, 32C | Potency, µM (top dose mostly 46.1 µM), for inactives: at the top dose activity change, negative = cytotoxicity, usual class: cytotoxic | 55,000 tested, 0.62% active;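 note: potency is the fitted concentration of half-maximal effect; 0% = DMSO only and -100% = full killing by 100 µM tamoxifen; nearly all actives have a fitted effect of over 55% in size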
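ATP-content luminescence in p53-null H1299-neo cells after 24 h compound exposure (up to 46 uM) at 32C permissive temperature; 0% and 100% killing set by DMSO and 100 uM tamoxifen; Hill-equation AC50.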
B2AR arrestin ag = beta-arrestin recruitment by human beta2-adrenergic receptor ligands. HTLA Tango cells, beta-arrestin recruitment, luciferase luminescence, 18 h. Potency, µM (series often up to 46.1 µM), without a hit: at the top dose activation, usual class: activators. AID 1347077. P07550. 44,000 tested, under 10 active;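 note: potency is the fitted concentration of half-maximal effect; 0% = DMSO and full agonism = EC100 isoproterenol or metaproterenol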
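Receptor–beta-arrestin recruitment read by tTA-responsive luciferase: compound titrations (up to 46 µM) incubated 18 h with Tango cells, then luminescent substrate 15 min at room temperature. Concentration-response fits classified by r2, efficacy and activity.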
p53null 39C kill = selectivity test: cytotoxicity in p53 null cells, nonpermissive temperature; H1299 p53-null (neo) cells, 39C, ATPlite viability, 24 h; Potency, µM (series often up to 46.1 µM), for the others: top-dose activity, negative = cell killing, actives largely listed as cytotoxic; 55,000 tested, 0.97% active; AID 904;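 note: potency is the fitted concentration of half-maximal effect; 0% = DMSO only and -100% = full killing by 100 µM tamoxifen; nearly all actives have a fitted effect of over 50% in size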
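H1299 lung cancer cells, p53-null (H1299-neo) or expressing p53 A138V (H1299-p53A138V), were plated overnight at 37C, then exposed to compounds at up to 46 uM for 24 hr at 39C. Viability was read by ATP-based luminescence.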
NTMT1 inhibitor = blocks human N-terminal methyltransferase 1 activity | 59,000 tested, 2.5% active | Potency, µM (doses to about 114 µM), for the others: at the highest dose activity change, negative = inhibition, hits mostly inhibitors | Q9BV86 | NTMT1 MTase-Glo SAH luminescence, purified enzyme;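 note: potency is the fitted concentration of half-maximal effect; plate controls were DMSO vehicle for no effect and no enzyme for full effect; nearly all actives have a fitted effect of over 65% in size; many of its hits are not listed in these tables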
FH mod = Identification of activators of human fumarate hydratase by quantitative high-throughput screening; AID 1347055, 2019; 54,000 tested, 0.22% active; Fumarate hydratase, mitochondrial (Homo sapiens), P07954; Potency, µM (series often up to 79.9 µM), for the others: at the top dose activity change, negative = inhibition, actives largely listed as inhibitors; FH coupled MDH/diaphorase resazurin fluorescence, 15 min; note: potency is the fitted concentration of half-maximal effect; % is set by controls: 0 for no effect and ±100 for the full control effect; the screen sought activators but most active calls are inhibition curves; nearly all actives have a fitted effect of over 45% in size
Target sequence (P07954 whole entry, looked up): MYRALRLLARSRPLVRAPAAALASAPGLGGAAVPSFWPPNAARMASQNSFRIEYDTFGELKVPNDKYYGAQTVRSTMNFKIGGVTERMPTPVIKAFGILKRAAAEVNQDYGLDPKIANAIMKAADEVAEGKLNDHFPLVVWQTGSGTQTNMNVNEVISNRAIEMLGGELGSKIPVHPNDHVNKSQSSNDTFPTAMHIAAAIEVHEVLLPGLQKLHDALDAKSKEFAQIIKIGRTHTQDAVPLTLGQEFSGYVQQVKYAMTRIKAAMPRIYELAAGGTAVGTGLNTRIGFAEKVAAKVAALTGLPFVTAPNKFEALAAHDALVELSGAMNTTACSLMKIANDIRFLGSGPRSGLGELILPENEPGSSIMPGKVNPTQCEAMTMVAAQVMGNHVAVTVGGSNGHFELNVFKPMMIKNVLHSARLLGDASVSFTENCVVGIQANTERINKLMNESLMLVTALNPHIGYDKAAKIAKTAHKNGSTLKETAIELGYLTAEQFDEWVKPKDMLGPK
PTAP-TSG101 blk = TSG101-PTAP interaction inhibition, HIV-1 budding; Fluorescence polarization, FITC-PTAP peptide/Tsg101, 20 min; 44,000 tested, under 10 active; Q99816; Potency, µM (top dose mostly 115 µM), without a hit: at the top dose activity change, negative = inhibition, actives largely listed as inhibitors; note: potency is the fitted concentration of half-maximal effect; 0% is about no effect
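Steps: Tsg101 binding domain (10 uM final) in HEPES pH 7.5/NaCl/Tween 20/EDTA/TCEP; add compound; add FITC-PTAP peptide (50 nM final); incubate 20 min r.t.; read polarization.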
GALK inhibitor = inhibits human galactokinase | P51570 | recombinant GALK, Kinase-Glo ATP luminescence, 1 h | Potency, µM (highest dose often 57.5 µM), inactives show at the highest dose activity, negative = inhibition, hits mostly inhibitors | 44,000 tested, under 10 active | AID 1347072;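 note: plate controls were full GALK reaction for no effect and reaction lacking GALK for full effect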
Target sequence (P51570 whole entry, looked up): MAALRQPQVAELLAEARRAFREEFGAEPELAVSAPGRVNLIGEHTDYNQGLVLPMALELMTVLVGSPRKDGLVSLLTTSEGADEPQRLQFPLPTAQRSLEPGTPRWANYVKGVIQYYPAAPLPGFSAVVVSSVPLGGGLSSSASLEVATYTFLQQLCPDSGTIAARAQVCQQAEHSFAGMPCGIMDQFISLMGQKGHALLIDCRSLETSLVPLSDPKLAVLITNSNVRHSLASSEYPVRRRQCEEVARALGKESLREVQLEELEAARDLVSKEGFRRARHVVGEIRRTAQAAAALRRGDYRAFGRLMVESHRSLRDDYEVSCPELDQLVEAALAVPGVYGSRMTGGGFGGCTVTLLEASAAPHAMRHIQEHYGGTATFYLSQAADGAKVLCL
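Human GALK (5 nM) was incubated with 35 uM ATP and 100 uM galactose in 20 mM HEPES pH 8.0 with MgCl2, NaCl, DTT and BSA for 1 h at room temperature. Remaining ATP was measured by Kinase-Glo Plus luminescence.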
The depositor's hits bear a star; ? = inconclusive; . = not tested or not shown; [ ] = remark or other dose. Calls come from the whole dose curve; as a rule, active = well fitted curve in the direction sought with a large enough effect; inconclusive = small, poorly fitted or top-dose-only effect, or another doubt; inactive = no such curve, though single readings can be large; an effect the other way counts as inactive or inconclusive.

SMILES | p53null 32C kill | B2AR arrestin ag | p53null 39C kill | NTMT1 inhibitor | FH mod | PTAP-TSG101 blk | GALK inhibitor
Cc1cccc2nc(-c3ccco3)c(Nc3ccc4c(c3)OCO4)n12 | 21.0% | 0.2% | 25.1% | ? | -29.2% | -0.6% | 5.7%
O=C(NC1CC1)c1ccc(Cn2c(SCc3ccc(F)cc3)nc3cccnc32)cc1 | ? | -0.1% | ? | -2.4% | -4.5% | 0.0% | -6.3%
CCCSCCCNC(=O)c1cc2n(n1)CCCN(Cc1ccc(C)cc1)C2=O | -10.0% | 0.3% | ? | 0.7% | -17.8% | 3.2% | 3.0%
Cc1ccc2oc3c(c(=O)c2c1)C(c1ccc(O)cc1)N(CCCN(C)C)C3=O (stereo not drawn) | 7.3% | 0.4% | 6.0% | -13.0% | -3.4% | -5.0% | 1.5%
Cc1ccc(-n2c(=O)c3c4c(sc3n(Cc3ccccc3C)c2=O)CCC4)cc1C | 6.0% | 0.6% | 20.4% | 7.9% | -14.8% | -1.1% | 0.5%
Cc1ccc(Cl)cc1N1CCN(CCCNC(=O)C2COc3ccccc3C2)CC1 (stereo not drawn) | 9.6% | -0.3% | 14.9% | ? | -2.1% | -1.1% | -1.6%
CCOC(=O)c1ccc(CN(Cc2ccc(F)cc2)S(=O)(=O)c2ccc(F)cc2)cc1 | -2.8% | 0.7% | 15.8% | 8.7% | -11.3% | 1.0% | 3.9%
CC(=O)c1ccc(NC(=O)c2nc3ccccc3n(C)c2=O)cc1 | 2µM* | -3.4% | 3.3% | -22.4% | ? | 0.7% | -7.3%
COc1ccc(Cn2ccc3nc(C)c(C(=O)N4CCN(c5ccc(OC)cc5)CC4)cc3c2=O)cc1 | -5.2% | -0.8% | -4.2% | -12.2% | ? | 21.5% | 1.0%
Cc1ccc(N(C)C(=O)Cn2cnc3onc(-c4ccc(F)cc4)c3c2=O)cc1C | 22.5% | 0.1% | -2.4% | 7.7% | -23.7% | -6.3% | 1.4%
CC(NC(=O)C(=O)Nc1c2c(nn1-c1ccc(F)cc1)CSC2)c1ccccc1 (stereo not drawn) | -7.9% | 1.6% | 0.7% | 9.7% | ? | -0.2% | -7.5%
O=C(COc1ccccc1)NCc1ccc2c(c1)CCN2C(=O)c1ccc(F)cc1 | -0.4% | -1.0% | 0.3% | -0.5% | -29.7% | -2.6% | 1.0%
COc1ccc(CCNC(=O)CCc2c(C)nc3c(c(C)nn3-c3ccc(C)c(C)c3)c2C)c(OC)c1OC | 0.4% | -0.4% | -11.1% | 9.8% | 1.0% | 0.4% | -1.7%
CCOC(=O)c1cnc2c(C)c(Cl)ccc2c1NCCc1ccc(OC)c(OC)c1 | -11.1% | -2.2% | -8.1% | -5.1% | ? | -0.3% | 3.8%
Cc1cccc(N2CCN(c3ncnc4c3nc3n4CCCCC3)CC2C)c1 (stereo not drawn) | -3.3% | -0.2% | ? | -4.0% | ? | -3.4% | 0.9%
O=C(CSc1nc2ccccc2n1Cc1c(F)cccc1Cl)N1CCN(c2ccc(F)cc2)CC1 | 2.2% | -0.6% | -9.6% | -5.6% | -11.9% | -5.2% | -0.9%
CCc1ccc2oc(-c3ccc(C)c(NC(=O)/C=C/c4ccco4)c3)nc2c1 | -10.3% | 1.6% | -12.0% | -0.5% | -3.1% | 6.1% | -2.0%
COc1ccc(N2CCN(CCCNC(=O)c3cc(Nc4ccc(OC)cc4OC)nc4ccccc34)CC2)cc1 | -3.0% | -1.3% | 13.7% | -13.4% | -21.1% | -2.0% | 1.8%
CCOC(=O)C(=O)Nc1c(C(=O)Nc2cccc(F)c2)oc2ccccc12 | -19.5% | 0.0% | 8.7% | 12.6% | -14.2% | 2.0% | 6.7%
COc1ccc(C(=O)N(Cc2ccc(N(C)C)cc2)Cc2ccco2)cc1Cl | 45.2%[activator] | 0.3% | -2.4% | -2.9% | -8.9% | -6.1% | 8.3%
O=C(CCC(=O)N1CCOc2ccccc21)NCc1cccs1 | 4.6% | -2.1% | ? | 10.2% | 2.5% | -0.5% | 3.2%
COc1cccc(-n2c(=O)c3c(C)c(C)sc3n(CC(=O)Nc3ccccc3OC)c2=O)c1 | 10.2% | -2.0% | -10.4% | -2.7% | 1.1% | 1.2% | 6.4%
CCOc1ccc(-c2nc3c(C#N)c[nH]n3c2NC2CCCC2)cc1 | -7.8% | -3.3% | 6.1% | -2.9% | -26.3% | -6.5% | 3.1%
COc1ccc(N2CCN(C3(c4ccccc4)C(=O)c4ccccc4C3=O)CC2)cc1 | -4.2% | 8.8% | -6.8% | -15.4% | -16.8% | -0.6% | 2.2%
COc1ccc(-c2cc(C(F)(F)F)nc(NCc3ccc(F)cc3)n2)cc1 | 14.2% | 0.8% | 13.9% | -3.2% | ? | 1.7% | 5.4%
COc1ccc(-c2nc(CS(=O)CC(=O)NCc3ccccc3Cl)c(C)o2)cc1OC (stereo not drawn) | 1.1% | -2.0% | -14.3% | -14.7% | -2.6% | -1.9% | 8.4%
O=C(Nc1c(-c2ccccc2)nc2ccccn12)c1ccc(Br)cc1 | 2.9% | 1.5% | 7.0% | 12.5% | -22.7% | -12.3% | 0.0%
CCCSc1ncc(Cl)c(C(=O)N(Cc2ccccc2)c2ccc(OC)cc2)n1 | 24.6% | -0.8% | 48.1%[activator] | 2.4% | -18.2% | -5.9% | -12.3%
Cc1ccc(O)c(NC(=O)CCS(=O)(=O)c2nc(-c3ccc4c(c3)OCO4)cc(C(F)(F)F)n2)c1 | 45.2%[activator] | -0.1% | 68.3%[activator] | 4.9% | -24.9% | 1.0% | 3.7%
COc1ccc(CNC(=O)C(C)n2c(=O)cc(C)c3c(C)nn(-c4ccccc4)c32)cc1 (stereo not drawn) | -4.4% | -0.2% | -12.7% | 6.8% | -3.3% | -5.7% | 2.3%
COc1ccc(CCNC(=O)Cc2c(C)c3cc4c(C(C)(C)C)coc4c(C)c3oc2=O)cc1OC | 11.7% | ? | -16.3% | -3.7% | -19.5% | 1.5% | 1.4%
O=C(CC1Oc2ccccc2NC1=O)NCc1ccc(F)cc1 (stereo not drawn) | -1.9% | -0.4% | ? | -5.1% | -4.8% | 2.1% | 5.2%
CCCN1C(=O)C(Cc2nc3ccccc3c(=O)n2CC)c2ccccc21 (stereo not drawn) | -4.6% | -1.3% | -28.4% | 14.3% | -26.4% | 0.3% | 3.4%
Cc1ccc2oc(-c3cc(NC(=O)Cc4ccccc4)ccc3Cl)nc2c1 | 1.6% | 1.1% | -1.8% | . | . | -3.0% | -2.2%
CCCNC(=O)c1c(C)nn(-c2cccc(C)c2)c1-n1cccc1 | -6.2% | -1.3% | -6.4% | -4.7% | -2.4% | 2.6% | 0.4%
CC(Oc1ccc(Br)cc1)C(=O)Nc1ncn[nH]1 (stereo not drawn) | -5.6% | 0.8% | 7.5% | 8.2% | 14.7% | -7.3% | 7.9%
Cc1ccc(N(C)C(=O)C2CCN(S(=O)(=O)c3cn(C)cn3)CC2)cc1 | 3.1% | -0.2% | 25.5% | 9.0% | -4.3% | 0.5% | 2.5%
Cc1ccc(-c2nnc(NC(=O)c3ccc4c(c3)OCCO4)o2)c(C)c1 | -14.8% | -0.3% | 25.1µM* | 18.7% | 23.6% | 0.0% | 3.1%
CCc1cccc(NC(=O)Cn2c(C(=O)OC)cc3sc(Cl)cc32)c1 | 1.2% | 0.4% | -8.6% | 5.0% | 6.3% | 0.6% | 1.2%
CCCCN(Cc1ccco1)C(=O)c1cc2c(s1)-c1c(C)cccc1OC2 | 31.3%[activator] | 0.8% | 11.6% | 7.3% | -24.7% | 4.9% | -10.5%
CCOc1ccc(NC(=O)c2cccc(N3CCCS3(=O)=O)c2)cc1 | -22.0% | 0.0% | -4.0% | -6.4% | -3.2% | -5.4% | -0.8%
CCOC(=O)c1cc(-c2ccc(C)cc2)n(CC(=O)Nc2cccc(C(C)=O)c2)c1C | -11.2% | 1.1% | -11.1% | 3.5% | -18.4% | 0.5% | 3.7%
O=C(Nc1ccc(F)cc1C(F)(F)F)C1CCN(c2ncccn2)CC1 | -6.0% | -0.6% | -8.5% | 1.0% | -15.2% | -0.4% | -0.2%
COc1cc(Cl)c(C)cc1NC(=O)C1CCCN(c2ncnc3onc(-c4ccc(F)cc4)c23)C1 (stereo not drawn) | 5.7% | -0.7% | -16.3% | 3.1% | -17.5% | 1.0% | -0.5%
Cc1nc2sccn2c(=O)c1S(=O)(=O)Nc1cc(C(F)(F)F)ccc1Cl | -7.4% | -0.8% | -23.3% | 1.5% | -5.2% | 9.8% | 0.0%
COc1ccc(CC(=O)NCc2nc3cccnc3n2Cc2ccc(C)cc2)cc1 | 2.3% | -1.1% | 8.5% | 7.1% | 2.7% | 0.3% | 1.7%
CCCCN(C)C(=O)C1CCCN(c2ncnc3onc(C)c23)C1 (stereo not drawn) | 2.5% | 0.3% | -11.7% | 0.6% | -1.7% | 4.3% | 2.9%
CCOc1ccccc1NC(=O)C1CCN(S(=O)(=O)c2ccc3c(c2)CCCN3C(C)=O)CC1 | -0.7% | -0.9% | -24.1% | -9.1% | -1.2% | -4.2% | -0.3%
Cn1cc(C(=O)N2CCN(c3cccc(C(F)(F)F)c3)CC2)c2c3ccccc3n(C)c2c1=O | 12.5% | 1.1% | ? | 8.1% | ? | -5.6% | -6.4%
COc1ccc(S(=O)(=O)c2cn(Cc3ccccc3)c3cc(N4CCCC4)c(F)cc3c2=O)cc1 | 1.9% | 1.6% | -7.8% | -11.1% | -24.7% | -0.6% | 1.5%
CC(C)OCCCNC(=O)c1ccc(Cn2c(=O)c3cccn3c3cccnc32)cc1 | 3.0% | 2.9% | -22.2% | 3.1% | 9.5% | 1.0% | 1.3%
COc1ccc(CNC(=O)Cn2c(SCC(=O)N(C)c3ccccc3)nc3ccccc32)cc1 | 1.3% | 0.0% | -13.8% | 16.4% | -16.6% | -0.4% | -2.6%
Cc1ccccc1OCc1ccc(-c2nc(C#N)c(NCc3cccnc3)o2)o1 | 65.4%[activator] | -4.4% | ? | 7.9% | ? | -7.7% | 0.2%

Single entries from the entries so far:
p53null 39C kill result of CC(C)OCCCNC(=O)c1ccc(Cn2c(=O)c3cccn3c3cccnc32)cc1 → -22.2%
p53null 32C kill result of CCOc1ccccc1NC(=O)C1CCN(S(=O)(=O)c2ccc3c(c2)CCCN3C(C)=O)CC1 → -0.7%

Some of the compounds tested; count on the stated rates, not on these rows.
